NPYLR7 agonist: mosquito NPYLR7 agonism | actives 0.15% (n = 270,000) | activation, % at 10 µM | HEK293T NPYLR7/Galpha15, GCaMP6s calcium fluorescence; in the data active = activation above about 40%;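 also: 0% = vehicle and 100% = reference agonist at the receptor; some compounds past the cut are filed as inactive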
mcGAS inh: mouse cGAS inhibition by luminescence; Q8C6L5; recombinant cGAS, Kinase-Glo ATP depletion luminescence; inhibition, % at 12.5 µM; actives 0.15% (n = 160,000); AID 1259399;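 also: 0% = negative control wells and 100% = reference inhibitor with no enzyme activity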
hcGAS lum: inhibitors of human cGAS | Q8N884 | recombinant h-cGAS, ATP depletion, Kinase-Glo luminescence | inhibition, % at 12.5 µM | actives 0.081% (n = 290,000);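 also: 0% = vehicle reaction and 100% = reaction without DNA for no activity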
Target sequence (Q8N884 whole entry, looked up): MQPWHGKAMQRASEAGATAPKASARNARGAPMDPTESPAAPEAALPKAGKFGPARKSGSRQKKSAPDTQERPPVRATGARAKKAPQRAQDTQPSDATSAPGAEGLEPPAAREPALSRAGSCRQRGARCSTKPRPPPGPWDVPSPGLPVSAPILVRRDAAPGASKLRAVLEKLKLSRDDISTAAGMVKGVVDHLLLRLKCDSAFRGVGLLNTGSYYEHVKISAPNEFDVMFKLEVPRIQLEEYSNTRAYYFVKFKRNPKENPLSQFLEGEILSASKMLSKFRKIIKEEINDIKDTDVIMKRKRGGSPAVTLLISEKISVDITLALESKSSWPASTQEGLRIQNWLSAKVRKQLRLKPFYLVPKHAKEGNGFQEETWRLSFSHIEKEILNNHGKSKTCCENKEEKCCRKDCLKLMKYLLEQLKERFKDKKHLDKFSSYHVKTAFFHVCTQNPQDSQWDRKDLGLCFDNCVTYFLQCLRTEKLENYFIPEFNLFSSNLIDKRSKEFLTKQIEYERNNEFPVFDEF
An asterisk follows results filed as active; · = no result given. Rule as the data show it, unless noted: active = inhibition above about 40%; inactive = the rest.

Start of the listing, in advance:
Sequence of screens – mcGAS inh | NPYLR7 agonist | hcGAS lum
- O=C1CCCCCN1CCc1nc(C2CC2)n[nH]1
  · | 8 | -9
- CCn1nc(C(C)C)cc1C(=O)N1CCO[C@@H]2CCCC[C@H]21
  -2 | 0 | -2
- COc1ccc(-n2nnc3c(SCc4cccc(C)c4)ncnc32)cc1
  -7 | 16 | -4
- Cc1c(C(=O)N2CCCC2C)cnc2c(-c3cccc(C(F)(F)F)c3)cnn12 (stereo not drawn)
  3 | -11 | -5
- Cc1ccccc1C(CC(=O)N1CCSCC1)c1ccccc1 (stereo not drawn)
  · | 19 | -5
- CCOC(=O)c1c(C)[nH]c(C(=O)N2CCCC(N(C)CCc3ccccc3)C2)c1C (stereo not drawn)
  -11 | 0 | -10
- O=C(O)c1cc2c(s1)CCCCCC2
  · | -6 | -10
- C/C=C/C(=O)N1CCC(n2c(C)nc3cc(C(F)(F)F)ccc32)CC1
  -6 | · | -11
- CC(C)NC(=O)c1cc2c(=O)n3ccccc3nc2s1
  · | 3 | -4
- CCOc1ccccc1C(=O)Oc1coc(CSc2nc(C)cs2)cc1=O
  19 | -11 | 2
- CCOC(=NC(C)C(C)C)NC(=O)c1cccc(C)c1 (stereo not drawn)
  -5 | 9 | -6
- CCCCc1ncc(-c2nccn2CCN(C)C)[nH]1
  0 | 0 | 5
- O=C(NCC(c1ccccc1)c1ccccc1)C1CCCCC1C(=O)N1CCc2c([nH]c3ccccc23)C1 (stereo not drawn)
  · | -16 | -2
- N=C(N)Sc1cn(Cc2ccc(Br)cc2)c2ccccc12
  -5 | -4 | -7
- c1ccc(C2CCCN2Cc2ccc(-n3cncn3)cc2)nc1 (stereo not drawn)
  -19 | 5 | -5
- COCc1cc(N2CCN(Cc3ccccc3)CC2)nc(SCc2ccc(C(=O)NCC3CC3)o2)n1
  -5 | 7 | -4
- CC1(c2ccc3c(c2)OCCO3)NC(=O)N(CC(=O)N2CCNC2=O)C1=O (stereo not drawn)
  -5 | 6 | -3
- COc1ccc(C2=NN3C(C2)c2cc(Cl)ccc2OC3c2ccc(OC)cc2)cc1 (stereo not drawn)
  -3 | -6 | -5
- CCN(CC)Cc1c(C(=O)OC(C)C)nnn1-c1nonc1N
  -4 | 16 | -3

All compounds of this part, from the first entry:
Sequence of screens – mcGAS inh | NPYLR7 agonist | hcGAS lum
- O=C1CCCCCN1CCc1nc(C2CC2)n[nH]1
  · | 8 | -9
- CCn1nc(C(C)C)cc1C(=O)N1CCO[C@@H]2CCCC[C@H]21
  -2 | 0 | -2
- COc1ccc(-n2nnc3c(SCc4cccc(C)c4)ncnc32)cc1
  -7 | 16 | -4
- Cc1c(C(=O)N2CCCC2C)cnc2c(-c3cccc(C(F)(F)F)c3)cnn12 (stereo not drawn)
  3 | -11 | -5
- Cc1ccccc1C(CC(=O)N1CCSCC1)c1ccccc1 (stereo not drawn)
  · | 19 | -5
- CCOC(=O)c1c(C)[nH]c(C(=O)N2CCCC(N(C)CCc3ccccc3)C2)c1C (stereo not drawn)
  -11 | 0 | -10
- O=C(O)c1cc2c(s1)CCCCCC2
  · | -6 | -10
- C/C=C/C(=O)N1CCC(n2c(C)nc3cc(C(F)(F)F)ccc32)CC1
  -6 | · | -11
- CC(C)NC(=O)c1cc2c(=O)n3ccccc3nc2s1
  · | 3 | -4
- CCOc1ccccc1C(=O)Oc1coc(CSc2nc(C)cs2)cc1=O
  19 | -11 | 2
- CCOC(=NC(C)C(C)C)NC(=O)c1cccc(C)c1 (stereo not drawn)
  -5 | 9 | -6
- CCCCc1ncc(-c2nccn2CCN(C)C)[nH]1
  0 | 0 | 5
- O=C(NCC(c1ccccc1)c1ccccc1)C1CCCCC1C(=O)N1CCc2c([nH]c3ccccc23)C1 (stereo not drawn)
  · | -16 | -2
- N=C(N)Sc1cn(Cc2ccc(Br)cc2)c2ccccc12
  -5 | -4 | -7
- c1ccc(C2CCCN2Cc2ccc(-n3cncn3)cc2)nc1 (stereo not drawn)
  -19 | 5 | -5
- COCc1cc(N2CCN(Cc3ccccc3)CC2)nc(SCc2ccc(C(=O)NCC3CC3)o2)n1
  -5 | 7 | -4
- CC1(c2ccc3c(c2)OCCO3)NC(=O)N(CC(=O)N2CCNC2=O)C1=O (stereo not drawn)
  -5 | 6 | -3
- COc1ccc(C2=NN3C(C2)c2cc(Cl)ccc2OC3c2ccc(OC)cc2)cc1 (stereo not drawn)
  -3 | -6 | -5
- CCN(CC)Cc1c(C(=O)OC(C)C)nnn1-c1nonc1N
  -4 | 16 | -3
- COCCn1ccc2c(nnc3c(-c4ccccc4)cnn32)c1=O
  · | 3 | -7
- Cc1cc(C)c(C)c(OS(=O)(=O)c2cn(C)c(=O)n(C)c2=O)c1
  -8 | 0 | -10
- Cc1ccc(-n2nnnc2CNC(=O)c2ccc(S(=O)(=O)N(C)C)cc2)cc1
  -6 | -6 | 1
- CN(C(=O)c1c[nH]c2ccc(S(=O)(=O)N3CCOCC3)cc2c1=O)C1CCCCC1
  · | -4 | 1
- COc1ccc(/C=C2\C(=O)c3c(O)ccc(C)c3C2C)cc1OC (stereo not drawn)
  5 | 5 | 6
- CCCCS(=O)(=O)N1CCC(=O)N(CC2CC2)C(C(C)C)C1 (stereo not drawn)
  -7 | 1 | 1
- CC(C)CCN1CCC(C(=O)Nc2ccc(Oc3cccnc3)cc2)CC1
  -2 | 3 | -5
- CCOc1ccc(C(C2Sc3nc(C)nn3C2=O)N2CCN(c3ccc(F)cc3)CC2)cc1OC (stereo not drawn)
  -8 | -6 | -5
- CN(CCO)C(=O)c1ccc(OCCCOc2ccccc2)cc1
  -12 | 7 | -3
- OC1CCCN(Cc2cnc3c(-c4ccccc4)cnn3c2)C1 (stereo not drawn)
  -9 | 2 | 2
- Cn1ccnc1CN(Cc1ccc2c(c1)OCCO2)C1CC1
  · | -2 | 0
- COc1ccc(-c2c(C#N)c(SCC(N)=O)nc3c2C(=O)CC(C)(C)C3)cc1
  0 | -2 | 1
- O=C(NCc1ccccn1)C(C1CCCC1)N1CCN(C(=O)c2ccco2)CC1 (stereo not drawn)
  -4 | -5 | -4
- COCCc1ncc(CN2CCCN(c3ccc(F)cc3)CC2)cn1
  -16 | -3 | -1
- O=C(NC1CCCCC1)N1CCCC(c2nn[nH]n2)C1 (stereo not drawn)
  -5 | · | -8
- CC(=O)Nc1ccc(CN(C)c2c(C)nc3ccc(C(=O)Nc4ccc(C(N)=O)cc4)cn23)cc1
  -2 | 16 | -5
- COc1ccc(N2CCN(C(=O)CN(Cc3ccccc3)c3nc(Cc4cccc(OC)c4)ns3)CC2)cc1
  -4 | -6 | -6
- CC1CCCCN1C(=O)C1CCN(C(=O)c2ccc(Br)cc2)CC1 (stereo not drawn)
  · | 16 | -16
- COc1cccc(C(=O)N2CCN(Cc3nc4ccccc4nc3C)CC2)c1
  · | 5 | -3
- COc1ccc(Cl)cc1CN(C)C(=O)c1cccc(NCC(=O)O)c1
  · | 6 | -10
- CCC(NC(=O)NC(C)CCC1CCCO1)c1nc(C)cs1 (stereo not drawn)
  · | 4 | -4
- C=CCn1c(N2CCN(c3ccccc3)CC2)nc2c1c(=O)[nH]c(=O)n2C
  · | 2 | -4
- CC(=O)NNC(=O)CSc1nc2nc(C)cc(C)n2n1
  -1 | -1 | 2
- C[C@H](C(=O)NCCN1CCOCC1)N1Cc2ccc(-c3ccnn3C)nc2C1=O
  -7 | 9 | -5
- Cc1ccc(C2C(=C(O)c3ccc(OC(C)C)cc3)C(=O)C(=O)N2CCCn2ccnc2)cc1 (stereo not drawn)
  -9 | 6 | -7
- CC1(C(=O)N2CCC(O)(C(F)(F)F)C2)CC1(Cl)Cl (stereo not drawn)
  -17 | 14 | -8
- O=C(Cc1c[nH]c2ccccc12)N1CCC(n2nc(-c3ccccc3)cc2-c2ccccc2)CC1
  -6 | 7 | -5
- Cn1cc(C(=O)c2ccccc2O)cc1-c1nc2sccc2c(=O)[nH]1
  · | 12 | -4
- O=C(Nc1ccc(-c2nc3cc(Cl)ccc3o2)cc1)c1cccc(Cl)c1Cl
  -5 | 9 | -7
- CC(C)c1nccn1CCCNC(=O)c1ccc(N2CCCO2)nc1
  · | 12 | -10
- CCc1cn[nH]c1C1CCN(CC2CCOC(C)(C)C2)CC1 (stereo not drawn)
  · | -4 | -2

More compounds
Sequence of screens – mcGAS inh | NPYLR7 agonist | hcGAS lum
- CN(Cc1nc2ccccc2s1)C(=O)CNC(=O)c1ccccc1Cl
  -6 | 2 | -5
- C#CCCC(=O)N1CCC(n2cnc3ccccc32)CC1
  -4 | · | -5
- COc1ccc2c(c1)c1c3n2CCN(C)C3=NCC1
  · | -8 | -2
- CCn1c(SCc2cn3cccc(C)c3n2)n[nH]c1=O
  -6 | 7 | -8
- CNC(=O)c1cccc2c1C(=O)c1ccccc1-2
  3 | 30 | 5
- CC(=O)c1cc(C(=O)OCC(=O)Nc2ccc(C)cc2C)c2ccccn12
  -1 | -5 | 2
- O=C(CC12CC3CC(CC(C3)C1)C2)NCC(=O)N1CCC1
  · | 11 | -7
- O=C(COc1ccc(Cl)cc1Cl)NCCCn1ncccc1=O
  -2 | -9 | -3
- OC[C@H]1O[C@@H](n2cnc3c(NC4CCCC4)ncnc32)C(O)[C@H]1O (stereo partly drawn)
  -3 | 20 | -1
- CC(Sc1nnc(-c2ccco2)n1C(C)C1CC2CCC1C2)C(N)=O (stereo not drawn)
  · | 2 | -3
- COC(=O)[C@@H]1C[C@@H](OCc2ccccc2)CN1C(=O)c1ccccc1C(=O)c1cccc2ccccc12
  · | 0 | 0
- COc1ccc(-c2cnc(N)nc2-c2ccc(OCc3ccc(F)cc3)cc2O)cc1
  0 | 4 | 0
- O=C(CSc1ccc(Cl)cc1)NNC(=O)c1ccc[nH]c1=O
  -8 | 2 | -4
- CCCCCC=CCC1CC(=O)N(CCNc2ccc([N+](=O)[O-])cn2)C1=O (stereo not drawn)
  -3 | -7 | -7
- Cc1sc(NC(=O)c2cc(-c3ccccc3Cl)nc3ccccc23)c(C#N)c1C
  -7 | 4 | -7
- COCCNC(=O)c1coc(CN(Cc2ccc(F)cc2)Cc2ccc(C(F)(F)F)cc2)n1
  -4 | · | -4
- O=C(COc1ccccc1)N1CCN(C(=O)CN2CCc3sccc3C2c2cccc(F)c2)CC1 (stereo not drawn)
  -4 | 9 | 1
- CCCS(=O)(=O)Nc1ccc(N(C)C)c(CN(Cc2ccccc2)C(=O)c2ccccc2Cl)c1
  -5 | · | -4
- COc1cc(OC)cc(C(=O)Nc2cccc(-c3cccc(-c4cccc(OC)c4)n3)c2)c1
  -6 | 4 | -4
- Oc1oc(-c2ccc(Cl)cc2)nc1C=Nc1cccnc1
  -6 | 26 | -8
- CC(C)CN(Cc1cccc(F)c1)Cc1cccn1Cc1ccccc1F
  -6 | -2 | -1
- CCN1CCN(C(=O)c2cc(-c3ccccc3)n(-c3ccc4c(c3)OCO4)c2C)CC1
  -4 | -4 | -6
- CSc1ccc(C(NC(=O)c2c(-c3ccccc3Cl)noc2C)c2cccc(Cl)c2Cl)cc1 (stereo not drawn)
  -8 | -3 | -4
- Cc1cc(CN2C(=O)c3ccccc3C2=O)c2[nH]c(C)c(C)c2c1
  · | 5 | -4
- Cc1ccc(-n2c(C)cc(C(=O)CN(C)CC(=O)NC(C)(C)C)c2C)cc1F
  · | 0 | -4
- Cc1nc2ccccn2c(=O)c1NC(=O)C(C)C
  · | 5 | -10
- CCCc1nc2c(o1)C(C(=O)OC)C(C)(C)CC2=O (stereo not drawn)
  · | -2 | -2
- CC(=O)N1CCCN(Cc2cnc(S(=O)(=O)CC3CC3)n2CC2CCCCC2)CC1
  · | 0 | -9
- CN(CCc1cccs1)C(=O)NCc1cc2ccccc2[nH]1
  · | 11 | -7
- COc1ccccc1NC(=O)N(Cc1ccc(OS(=O)(=O)C(C)C)cc1)C1CC1
  -5 | 32 | -6
- Cc1cc(NS(=O)(=O)c2ccc(N3Cc4ccccc4C3=N)cc2)no1
  · | 1 | -7
- CCC(C(=O)N(Cc1ccc(F)cc1)Cc1cc(NC(=O)c2ccco2)ccc1N(C)C)c1ccccc1 (stereo not drawn)
  -7 | 25 | -2
- CCC(C)N(Cc1ccccc1F)CC(O)COCC(C)C (stereo not drawn)
  -5 | 15 | 0
- CCSC1CCCC(NC(=O)N(C)CC2CCCN(C)C2)C1 (stereo not drawn)
  · | 1 | -4
- COc1ccc(C(=O)N(Cc2ccccc2)C2CCC(NC(=O)C3CCN(C(=O)c4ccco4)CC3)CC2)cc1 (stereo not drawn)
  -2 | -18 | -5
- Cc1onc(-c2ccccc2Cl)c1-c1nn2c(C3CC3)nnc2s1
  -14 | 8 | -7
- Cc1cccc(-n2cccc2CN2CCOC(CN)C2)c1 (stereo not drawn)
  · | 4 | -2
- COc1cccc(Cn2ccnc2CN(Cc2ccco2)C(=O)c2ccc(C)cc2)c1
  -7 | 15 | -6
- Cc1sc(C)c2c1-c1c(C)sc(C)c1C2C(=O)O
  · | 4 | -2
- Cc1cccc(COn2cccc(C(=O)Nc3ccc(C)cc3C)c2=O)c1
  -9 | 7 | -6
- Cc1cc(C)nc(NS(=O)(=O)c2ccc(NC(=O)C(C)(C)C)cc2)n1
  -6 | 5 | -2
- Cc1cnn(CCCCCN2CCC(C(=O)N3CCCC3)CC2)c1
  · | 6 | 6
- COc1ccc(NC(=O)C(C2CCCC2)N2CCN(C(=O)c3ccc(F)cc3)CC2)cc1OC (stereo not drawn)
  -3 | 3 | -2
- CCCCC(=O)Nc1nn(CC)c2nc3c(C)cccc3cc12
  · | -10 | -4
- COc1ccc(OC)c(NC(=O)c2cc3cccc(OC)c3oc2=O)c1
  -5 | -13 | -2
- CC1CC(C)(C)Cc2c1sc(NC(=O)CCc1ccccc1)c2C#N (stereo not drawn)
  · | 11 | -8
- O=C(CCl)Nc1ccc([N+](=O)[O-])cc1Cl
  60* | -1 | -7
- Cc1nc(C(C)C)cc(N2CCC(Cn3ccnc3)CC2)n1
  -7 | 2 | -7
- NS(=O)(=O)c1ccc2c(c1)/C(=C\c1csc(C3CC3)n1)C(=O)N2
  · | 8 | -10
- Cc1cc(C)cc(Cn2c(C)c(C(=O)NCCC#N)sc2=O)c1
  · | 10 | -9

Screening data as filed in PubChem BioAssay.
